Bioassay records from PubChem BioAssay.
SKN-1 inh – suppressors of acrylamide-induced Pgst-4::GFP reporter in worms, primary screen, SKN-1 inhibitor project, whole organism, uHTS, GFP/RFP fluorescence ratio, strain VP596; hit rate 0.49% among 360,000; inhibition, % at 21.8 µM; C. elegans VP596 Pgst-4::GFP/RFP ratio, 24 h;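 active means interference check ratio from 0.5 to 1.5 plus GFP to RFP signal ratio inhibition reaching or exceeding a fixed threshold, cut at about 30% in these data, passing the limit was not always enough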; further: some compounds called inactive have numbers as strong as hits
NRP1-CendR mod – modulators of CendR peptide binding to NRP-1, primary screen, biochemical, fluorescence polarization, uHTS; Neuropilin-1 (Homo sapiens), O14786; FAM-RPARPAR peptide binding to NRP-1; inhibition, % at 25 µM; hit rate 0.85% among 360,000;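 active means inhibition or corrected inhibition above about 18%, plus a signal ratio from 0.5 to 1.5, limit read from the data, passing the limit was not always enough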; further: strong numbers were not always called active
MLLE-PAM2 inh – inhibitors of PABP1 MLLE–PAM2 peptide binding, primary screen, biochemical, fluorescence polarization, FITC-PAM2, GST-MLLE. inhibition, % at 20 µM. hit rate 0.36% among 360,000. AID 588489, 2011; in the data active means inhibition above about 35%, passing the limit was not always enough;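 further: plate controls were DMSO wells with GST-MLLE for no effect and wells lacking GST-MLLE protein for full effect; some results filed as inactive read as strong as hits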
MT1-MMP act inh – blockers of MT1-MMP proenzyme processing, primary screen, HT1080 RFP-PRO-GFP cells, GFP/RFP fluorescence; GFP/RFP ratio fluorescence, overnight; percent of plate control window, DMSO zero; GFP/RFP ratio change, % at 20 µM; hit rate 0.061% among 360,000; AID 651647, 2012;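 active means GFP/RFP ratio change of at least 30% with cell ATP level not reduced by more than half and red fluorescence within 50% of control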; further: strong numbers were not always called active
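Assay system: RFP-PRO-GFP reporter HT1080 cells; read-out basis: GFP/RFP fluorescence ratio; benchmarks: DMSO wells and RFP-L50D-GFP cells; doses: 20 µM single dose, 1% DMSO; schedule: overnight cell settling, then overnight compound exposure, 37 °C, 5% CO2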
MsrA inh – bovine MsrA enzyme inhibitors, primary screen, biochemical, absorbance, HTS. hit rate 0.75% among 360,000. Methionine sulfoxide reductase A (Bos taurus). inhibition, % at 15.5 µM. AID 651718, 2012. purified bovine MsrA, absorbance read-out; in the data active means inhibition above about 4.5%;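 further: 0% = vehicle wells with enzyme and 100% = reference inhibitor wells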
FAS-TE inh – FAS thioesterase domain inhibitors, primary screen, biochemical, fluorescence intensity, uHTS; Fatty acid synthase (Homo sapiens), P49327; recombinant FAS-TE, OMFH fluorogenic substrate, fluorescence endpoint; hit rate 0.67% among 360,000; inhibition, % at 15 µM;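 active means compounds whose normalised, plate-corrected inhibition of enzyme fluorescence in the single-dose primary screen is 50% or more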;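 further: 0% = DMSO with enzyme and 100% = substrate without enzyme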
bovine MsrA act – bovine MsrA enzyme activators, primary screen, biochemical, absorbance, HTS. activation, % at 10.6 µM. AID 602163, 2012. purified bovine MsrA, absorbance read-out. Methionine sulfoxide reductase A (Bos taurus). hit rate 0.3% among 360,000; in the data active means activation above about 7.5%;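 further: 0% = vehicle and 100% = reference activator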
TbMetRS inhib – T. brucei MetRS inhibitors, primary screen, biochemical, luminescence; methionyl-tRNA synthetase (Trypanosoma brucei brucei); AID 624268, 2012; inhibition, % at 11.9 µM; purified T. brucei MetRS, ATP depletion, Kinase-Glo luminescence; hit rate 0.4% among 360,000;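 active means inhibition above a per-plate cutoff of the control wells' mean inhibition plus 3 SD, cut at about 5.5% in these data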;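 further: 0% = DMSO wells median and 100% = median of wells with control inhibitor compound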
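Dosing: 11.9 µM single point; system: parasite MetRS enzyme; technique: luminescence of leftover ATP; times: 15 min enzyme-compound preincubation, 2 h reaction, 10 min detection, 25 °C; replicates: each compound tested once; read-out basis: percent inhibition relative to median high and low control wells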
E coli Lon inh – inhibitors of E. coli Lon protease, primary screen, biochemical, fluorescence polarization; purified E. coli Lon protease; inhibition, % at 7.94 µM; hit rate 0.42% among 360,000; AID 602123, 2011; in the data active means inhibition above about 13%, passing the limit was not always enough;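 further: 0% = enzyme with probe and DMSO and 100% = no enzyme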
Target sequence (P0A9M0 whole entry, looked up): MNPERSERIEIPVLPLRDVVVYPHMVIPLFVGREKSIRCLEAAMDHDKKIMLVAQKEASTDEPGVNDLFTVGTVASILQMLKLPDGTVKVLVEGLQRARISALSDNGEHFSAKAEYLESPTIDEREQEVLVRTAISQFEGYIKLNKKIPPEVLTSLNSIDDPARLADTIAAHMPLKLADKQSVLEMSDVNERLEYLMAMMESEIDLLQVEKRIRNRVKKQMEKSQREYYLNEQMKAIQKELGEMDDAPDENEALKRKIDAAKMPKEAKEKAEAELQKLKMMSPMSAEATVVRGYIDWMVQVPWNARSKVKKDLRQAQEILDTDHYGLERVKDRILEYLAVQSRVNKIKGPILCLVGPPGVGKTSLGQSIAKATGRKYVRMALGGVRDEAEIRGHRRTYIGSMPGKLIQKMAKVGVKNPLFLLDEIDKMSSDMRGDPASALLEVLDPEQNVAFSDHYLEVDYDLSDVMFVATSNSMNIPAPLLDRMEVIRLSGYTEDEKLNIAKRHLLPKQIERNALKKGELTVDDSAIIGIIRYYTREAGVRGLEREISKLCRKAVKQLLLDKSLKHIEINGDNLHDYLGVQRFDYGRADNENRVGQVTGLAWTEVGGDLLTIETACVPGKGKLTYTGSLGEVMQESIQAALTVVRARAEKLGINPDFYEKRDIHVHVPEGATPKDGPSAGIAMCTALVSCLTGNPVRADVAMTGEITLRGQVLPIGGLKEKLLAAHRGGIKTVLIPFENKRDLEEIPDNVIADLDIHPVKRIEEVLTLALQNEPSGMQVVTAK
Numbers without * were called inactive.

SMILES	SKN-1 inh	NRP1-CendR mod	MLLE-PAM2 inh	MT1-MMP act inh	MsrA inh	FAS-TE inh	bovine MsrA act	TbMetRS inhib	E coli Lon inh
N#Cc1ccc(OCC(=O)OCC(=O)c2ccccc2)cc1	-5	2	-12	-2	-0.6	0	-1	-0.3	-3
C=CCN1C(=O)c2ccc(C(=O)N3CCN(S(=O)(=O)c4ccccc4Br)CC3)cc2C1=O	8	-8	-7	2	-2.2	13	-3	-0.3	-2
Cc1cc(=O)oc2cc(OCc3ccc(C(=O)OCC(=O)N(C)C4CCS(=O)(=O)C4)cc3)ccc12 (stereo not given)	6	23	9	-5	1.3	0	-1	0.0	-5
Cc1ccc2cc(CCNC(=O)c3c(-c4ccccc4Cl)noc3C)c(=O)[nH]c2c1	11	-1	-5	-3	1.2	-3	-2	-0.3	8
Cc1ccc(F)c(N=Cc2c(O)c3ccccc3oc2=O)c1	4	5	-9	-7	-1.0	-3	0	0.3	1
O=C(COc1ccccc1)Nc1ccc2c(c1)Cc1cc(NC(=O)COc3ccccc3)ccc1-2	5	0	4	-1	-0.9	-10	-5	-0.4	1
CCN1CCCC1CNC(=O)C(=O)Nc1cccc(OC)c1 (stereo not given)	15	4	-10	1	0.4	-10	5	-0.1	-1
Cc1ccc(NC(=O)c2ccc(NCCc3ccccc3)c([N+](=O)[O-])c2)cc1F	6	-32	-31	-18	-1.5	8	-3	0.3	-13
CN(Cc1ccccc1)C(CNS(=O)(=O)c1ccccc1)c1ccccc1 (stereo not given)	4	-4	16	-3	-0.2	27	-6	-0.5	2
CCCn1c2c(c(O)c(C(=O)Nc3ncccc3O)c1=O)CCCC2	-1	5	-4	-6	1.6	-2	-5	-0.7	-4
CN(C)c1ccc(C=NNC(=S)Nc2ccc(F)cc2)cc1	11	9	33	6	3.3	12	-9	0.0	7
COc1ccc(C(c2c(N)[nH]c(=S)[nH]c2=O)c2c(N)[nH]c(=S)[nH]c2=O)cc1	2	-11	15	-3	0.7	-5	1	0.5	6
COc1ccc(CCNC(=O)c2c(Cl)ccc(Cl)c2OC)cc1OC	15	6	21	-1	-0.3	-4	-2	0.4	-11
Cc1ccc(C(=O)CN(CCCC(N)=O)C(=O)c2ccncc2)cc1	-3	8	2	3	0.3	-17	-1	-0.3	-2
C[C@H](CO)N1C[C@H](C)[C@@H](CN(C)Cc2ccc(Cl)c(Cl)c2)Oc2c(NC(=O)CCC(F)(F)F)cccc2C1=O	3	9	-17	1	-1.2	22	-2	-0.4	2
c1ccc(Nc2scc(-c3ccccc3)[n+]2Cc2ccco2)cc1	16	-5	14	-8	-0.3	21	-2	0.0	-2
Cc1cccc(CSc2nnc(NC(=O)CSc3nnc(C)s3)s2)c1	-1	-1	6	-2	0.8	-4	-1	-0.6	-5
CCOC(CC(=O)NNC(=O)c1c(-c2c(Cl)cccc2Cl)noc1C)OCC	12	8	-2	2	-1.3	-6	1	1.3	-7
O=Cc1cccc(Oc2ccc([N+](=O)[O-])cc2[N+](=O)[O-])c1	3	10	-2	0	3.5	0	-3	-0.1	-4
COC(=O)C1=Cc2cc(OC)cc([N+](=O)[O-])c2OC1N1CCOCC1 (stereo not given)	0	8	-12	8	-1.4	-2	-1	0.1	-4
NC1=NC(=O)C(Cc2cccc(Cl)c2)S1 (stereo not given)	-3	-3	-2	3	0.8	-6	0	-0.6	3
O=C(CSc1ccc(-c2ccccn2)nn1)N1CCCC1	5	-12	21	-4	0.3	-6	-1	-0.8	-3
Cc1cc(Nc2cccc(Cl)c2)n2ncnc2n1	-3	-1	6	9	0.5	0	0	-1.8	0
Nn1c(-c2ccccc2)cc(-c2ccccc2)cc1=O	-4	5	-1	4	-0.5	-8	-9	-0.3	0
O=C(CCc1c[nH]c2ccccc12)N1CCN(S(=O)(=O)c2ccc([N+](=O)[O-])cc2)CC1	11	-10	-63	1	-0.3	32	2	0.1	-2
Cc1ccc(S(=O)(=O)N2C[C@H]3C(=O)C[C@@H](c4ccccc4)N(S(=O)(=O)c4ccc(C)cc4)[C@H]3C[C@H]2c2cccs2)cc1	8	0	2	-3	0.5	37	-3	-0.9	-6
Cc1nnc(-c2cccc(Br)c2)c2cn(-c3ccc(Br)cc3)nc12	50	-65	-81	-10	0.7	11	-2	-0.2	-35
Cc1[nH]n(-c2ccccc2)c(=O)c1N=Nc1ccccc1	11	16	-7	2	-0.1	16	-3	-0.3	-5
CCCCc1ccc(NC(=O)C(=O)NCCN2CCN(C(=O)c3ccc([N+](=O)[O-])cc3)CC2)cc1	-2	5	1	0	0.1	1	-3	-0.1	-4
COc1ccc(/C=C2\SC(=S)N(CCC(=O)Nc3cccc(O)c3)C2=O)cc1OC	8	-14	-14	1	0.1	1	-3	0.2	-2
COc1cc(C2c3[nH]c4ccccc4c3C[C@H]3C(=O)N(C4CC4)CC(=O)N23)ccc1OC(C)C (stereo not given in full)	3	3	-12	3	-1.0	5	1	0.3	4
CC1CC(C(F)(F)F)n2nc(C(=O)O)cc2N1 (stereo not given)	-22	-10	4	3	1.2	-6	-1	0.7	-14
CCn1c(=O)cc(OCC(=O)Nc2ccccc2C#N)c2ccccc21	6	1	10	3	0.7	-6	-1	-0.5	11
COc1cccc(-c2csc(NC(=O)Oc3ccccc3)n2)c1	-2	17	-2	3	0.0	1	-9	-1.4	-6
COc1ccc(NC(=O)Oc2ccccc2)cc1Cl	6	-6	1	7	-0.2	6	-2	-1.5	-2
Cc1c(C(=O)NC(C)C)oc2c1-c1[nH]ncc1CC2	2	-5	6	5	-0.6	-8	2	-0.4	2
NC(=O)c1cccc(S(=O)(=O)N2CCCCC2)c1	7	1	13	2	-1.0	-4	-13	-1.7	-12
COCCNC(=O)COc1ccc(N(C)S(=O)(=O)c2ccc3ccccc3c2)cc1	9	-5	6	1	0.7	3	-1	-1.1	1
COc1ccc(C2CC(c3ccccc3)=NN2C(=O)COC(=O)c2cccc(N)c2)cc1 (stereo not given)	10	8	9	0	4.2	26	-5	-0.1	-2
COc1ccc(C2(C(=O)NCCCN3CCOCC3)CCOCC2)cc1	6	4	12	4	-0.4	-7	-1	-0.3	6
CCCNC(=S)N1CCCC(c2nc3ccccc3[nH]2)C1 (stereo not given)	-4	9	-79	3	-1.1	-3	-1	1.8	-4
COc1cccc(OC)c1C(=O)NCC12CC3CC(C1)CC(CNC(=O)c1c(OC)cccc1OC)(C3)C2	-8	1	10	-1	-0.2	-7	-2	-0.6	3
Cc1cccc(NC(=O)CCCSc2nc3ccccc3[nH]2)c1	3	-18	-51	-1	-1.1	5	-1	17*	5
CS(=O)(=O)c1ccc(C(=O)Nc2cccc(-c3nc4ccccc4[nH]3)c2)cc1	-7	-8	-15	3	0.0	-4	-1	1.3	-9
COc1ccccc1CNC(=O)C1CCC1	-6	-7	-1	3	-0.2	-12	-5	0.3	-1
Clc1ccccc1COc1ccccc1-c1nnco1	5	11	4	-5	-1.1	-4	-3	-0.5	-6
COCCn1nnnc1C(CC(C)C)N1CCN(c2nc3ccccc3s2)CC1 (stereo not given)	6	-3	12	-3	1.2	-1	3	-0.4	-3
CCN(CC(=O)Nc1ccc2c(c1)OCCO2)C(=O)C(C)Oc1ccc(F)cc1 (stereo not given)	6	-5	-5	-5	1.3	-5	-4	0.2	0

An excerpt from above in order of SMILES length, lowest first.
SMILES	SKN-1 inh	NRP1-CendR mod	MLLE-PAM2 inh	MT1-MMP act inh	MsrA inh	FAS-TE inh	bovine MsrA act	TbMetRS inhib	E coli Lon inh
NC(=O)c1cccc(S(=O)(=O)N2CCCCC2)c1	7	1	13	2	-1.0	-4	-13	-1.7	-12
COCCNC(=O)COc1ccc(N(C)S(=O)(=O)c2ccc3ccccc3c2)cc1	9	-5	6	1	0.7	3	-1	-1.1	1
COc1ccc(C2CC(c3ccccc3)=NN2C(=O)COC(=O)c2cccc(N)c2)cc1 (stereo not given)	10	8	9	0	4.2	26	-5	-0.1	-2

The listing continues:
SMILES	SKN-1 inh	NRP1-CendR mod	MLLE-PAM2 inh	MT1-MMP act inh	MsrA inh	FAS-TE inh	bovine MsrA act	TbMetRS inhib	E coli Lon inh
CCN(CC)C(=O)C1=C(C)N(CCCN2CCCC2=O)C(=O)C(CC(=O)NCCCCc2ccccc2)C1 (stereo not given)	0	-12	-3	1	1.1	-4	-2	-1.1	-6
COc1ccc(CNC(=O)CCNS(=O)(=O)c2ccc(Cl)cc2)cc1	4	28*	-5	3	-0.7	-3	-4	0.0	-4
CC(=O)Nc1ccc(S(=O)(=O)N(C)CC(=O)NC2CCCCCCC2)cc1	7	14	-21	5	0.5	-1	-2	-0.2	0
CCOc1ccc(C2NC(=O)c3ccccc3O2)cc1OCC (stereo not given)	11	2	-6	4	0.5	-6	-9	-1.4	3
CC1(C)CC(=O)C=C(c2n[nH]nc2-c2ccccc2)C1	2	-7	-20	0	3.4	-14	-12	-1.4	-3
CC1CN(S(=O)(=O)c2cccc(C(=O)N(C)C3CCCCC3)c2)CC(C)O1 (stereo not given)	8	-2	-7	5	0.0	-9	-5	-0.3	-3
CCOC(=O)C1CCN(C(=O)CCc2c(C)nc3ncnn3c2C)CC1	10	2	-9	-4	-0.3	-7	-8	-0.9	-15
CCc1ccccc1OCC(=O)NC1CCCC1	11	-14	9	1	-0.3	-2	2	-0.9	-4
Cc1[nH]c(C)c2c(=O)n(Cc3ccc(Cl)cc3)ncc12	2	-15	3	4	0.1	-2	14*	0.1	-3
CCc1nnc(NC(=O)Cc2ccc(Br)cc2)s1	-2	2	15	-2	-1.2	-9	-14	-1.2	-3
Cc1ccc(CNC(=O)C(=O)NCC2OCCN2S(=O)(=O)c2cccs2)cc1 (stereo not given)	-5	-12	-1	0	-1.6	-3	-2	0.0	-6
CCOc1ccc(-c2nc(S(=O)(=O)c3ccccc3)c(N3CCOCC3)o2)cc1	0	-8	5	-3	1.2	2	-2	0.0	-6
CN1CCN(CCCNC(=O)c2cc3c(=O)n(C)c4ccccc4c3s2)CC1	5	-8	6	12	2.0	-8	2	-0.2	1
CC1(C)C2CCC1(CS(=O)(=O)NCCc1c[nH]c3ccccc13)C(=O)C2 (stereo not given)	-17	7	-1	-2	-0.8	1	-3	-0.1	8
CCOC(=O)C1=C(C)Nc2nc(C)nn2C1c1ccc(OC)c(OC)c1 (stereo not given)	11	1	-10	0	0.1	-6	-2	0.6	1
CCn1c(SCC(=O)NNC(=O)c2ccccc2)nnc1-c1ccncc1	11	1	1	4	0.8	-7	0	0.9	-72
CC(C)(C)OC(=O)NCCCC[C@H](NC(=O)c1nc[nH]c1C(=O)N1CCN(c2ccccc2)CC1)C(=O)OC(C)(C)C	4	0	-1	11	-0.9	13	-8	-0.6	-12
